phage Ecoli inh: E. coli growth loss with phage present; actives 0.26% (n = 360,000); growth absorbance; inhibition, % at 11.9 µM; in the data active = inhibition above about 11%
CAL PDZ FP-1: CAL PDZ (human) peptide binding inhibition | Q9HD26 | actives 0.92% (n = 300,000) | inhibition, % at 24.9 µM | purified CAL PDZ, TMR-peptide fluorescence polarization, 1 h | AID 602252;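 active = mean inhibition of at least 30% with at least half of replicates also reaching 30%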;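 also: 0% = DMSO neutral control and 100% = excess unlabeled competitor peptide PRC23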
MITF act: MITF TRPM1 promoter activation in melanoma cells; SK-MEL-5 TRPM1-promoter luciferase, 24 h; % of positive control, neutral wells = 0; actives 0.75% (n = 300,000); activation, % at 12.5 µM; AID 588334;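 active = mean activation of at least 80% with every replicate also reaching 80%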;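 also: 0% = neutral control wells and 100% = parthenolide positive control wells; values of inactives mirror those of a sister screen read the other way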
AddAB inh: less growth of phage-infected E. coli with AddAB; E. coli expressing H. pylori AddAB, absorbance growth; actives 0.29% (n = 330,000); AID 435030; inhibition, % at 11.9 µM; in the data active = inhibition above about 12%;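 also: 0% = vehicle wells of infected cells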
Tat transport: blocks Tat-dependent protein export in E. coli; E. coli MC4100 TorA-mCherry Tat export, fluorescence; inhibition, % at 10 µM; actives 0.036% (n = 340,000); AID 488895;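 active = mean replicate inhibition at least 50% and at least half of replicates individually reaching 50%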;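 also: exported cargo escapes ClpAP degradation while cytoplasmic cargo is degraded and loses fluorescence; 0% = median of neutral control wells and 100% = median of NaSCN control wells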
CAL PDZ FP-2: blocks peptide binding to human CAL PDZ domain; purified CAL PDZ, TMR-peptide fluorescence polarization, 1 h; inhibition, % at 20 µM; actives 0.02% (n = 330,000); AID 504414;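 active = highest replicate inhibition of at least 40%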;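 also: plate controls were DMSO neutral control wells for no effect and unlabeled competitor peptide control wells for full effect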
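material = purified tagged CAL PDZ domain construct (CerCALP) | buffer or medium = sodium phosphate/NaCl buffer pH 7.4 with TCEP, IgG, Thesit | reagent = TMR-labelled reporter peptide T*-PRC34 bound in PDZ groove | incubation = 1 h room-temperature incubation prior to read | measured by = fluorescence polarization (mP) | evaluation = percent inhibition from loss of millipolarization | control set = unlabelled peptide and DMSO controls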
Wnt bcat act: activates Wnt/beta-catenin signaling in a reporter cell assay; activator, plate reader; activation, % at 9.35 µM; actives 1.2% (n = 300,000); AID 743398; in the data active = activation above about 30%, passing the limit was not always enough;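 also: 0% = neutral control wells and 100% = positive control wells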
SR-BI DiI inh: mouse SR-BI HDL lipid transfer inhibition; Q61009; ldlA[mSR-BI] CHO cells, DiI-HDL uptake fluorescence, 3 h; inhibition, % at 12.5 µM; actives 0.96% (n = 320,000); AID 488896;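 active = mean replicate inhibition of at least 70% and a set share of replicates each scoring 70 or more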;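 also: 0% = median of neutral control wells and 100% = median of positive control wells; values of inactives mirror those of a sister screen read the other way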
Target sequence (Q61009 whole entry, looked up): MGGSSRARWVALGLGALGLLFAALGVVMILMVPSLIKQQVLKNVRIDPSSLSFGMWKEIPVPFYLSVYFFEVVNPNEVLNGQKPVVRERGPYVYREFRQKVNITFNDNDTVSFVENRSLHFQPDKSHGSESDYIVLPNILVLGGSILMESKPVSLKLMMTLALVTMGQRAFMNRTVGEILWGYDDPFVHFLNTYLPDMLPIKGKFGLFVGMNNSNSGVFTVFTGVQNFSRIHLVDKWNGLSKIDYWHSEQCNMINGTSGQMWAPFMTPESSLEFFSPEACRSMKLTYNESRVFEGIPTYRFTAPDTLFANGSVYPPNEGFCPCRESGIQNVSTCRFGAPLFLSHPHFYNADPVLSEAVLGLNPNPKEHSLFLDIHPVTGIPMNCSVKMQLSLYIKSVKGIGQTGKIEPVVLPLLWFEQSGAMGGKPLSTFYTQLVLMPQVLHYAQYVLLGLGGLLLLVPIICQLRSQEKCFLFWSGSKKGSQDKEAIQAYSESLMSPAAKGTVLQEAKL
SR-BI DiI-HDL act: activators of SR-BI mediated HDL lipid uptake | activation, % at 12.5 µM | AID 504775 | actives 0.096% (n = 320,000) | CHO ldlA[mSR-BI] cells, DiI-HDL uptake fluorescence, 3 h; 100 = double the neutral-control signal;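 active = mean replicate activation of at least 60% and every replicate at or above 60%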;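 also: 0% = median plate neutral-control signal and 100% = twice that signal; values of inactives mirror those of a sister screen read the other way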
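Test system: SR-BI-overexpressing, LDLR-lacking CHO cells; Also added: labelled HDL, 10 µg/mL; Measured by: bottom-read cell fluorescence after medium removal, ex 550/em 595 nm; Timing: 3 h uptake period with compound, 37 °C; Buffer or medium: F12, 0.5% BSA, 25 mM HEPES; Doses: single compound concentration, delivered by pin transfer.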
Ecoli viability: reduces bacterial viability in AddAB counter-screen; actives 0.27% (n = 330,000); inhibition, % at 11.9 µM; AID 449728; E. coli V3065 growth, OD600 absorbance, 18 h;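 active = inhibition above the campaign's mean inhibition across all tested compounds plus 3 SD, cut at about 9.9% in these data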;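 also: uninfected addAB+ strain grown without phage in ampicillin broth; 0% = DMSO wells and 100% = ciprofloxacin 0.95 µg/ml wells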
Active calls of the source: *; · = not tested or not shown; & = joins results of further samples.

No.	molecule	phage Ecoli inh	CAL PDZ FP-1	MITF act	AddAB inh	Tat transport	CAL PDZ FP-2	Wnt bcat act	SR-BI DiI inh	SR-BI DiI-HDL act	Ecoli viability
1	CCN(C(=O)CN1CCN(c2ccccc2)CC1)c1c(N)n(Cc2ccccc2)c(=O)[nH]c1=O	0.8	-1	1	-1.9	-10	·	-2	27	-27	-3.3
2	COc1cc(NC(=O)c2csc3c2CCCC3)ncn1	1.2	-3	9	1.6	-3	-2.4	18	2	-2	0.7
3	COc1ccc(NC(=O)/C=C/C(=O)O)cc1Cl	1.1	1	-8	1.4	-1	0.5	3	-6	6	-0.8
4	O=C(CNC(=O)OCc1ccccc1)Oc1cc2oc(=O)cc(-c3ccccc3)c2cc1Cl	·	-6	15	3.4	10	-0.4	-1	7	-5	3.0
5	CC(=O)Nc1ccc(S(=O)(=O)Nc2nc3ccccc3nc2Nc2ccccc2)cc1	3.2	0	8	-1.9	2	-1.5	-3	2	-2	0.4
6	Cc1ccc(OCC(O)CN2CCN(Cc3ccc4c(c3)OCO4)CC2)c(C)c1 (centres undefined)	4.4&1.2	-1&-4	4&-1	3.1	5&-2	-1.1&-2.3	0&-1	-9&-25	9&25	-1.3
7	CC(Cl)C(=O)c1c[nH]c2ccccc12 (centres undefined)	-0.4	-1	-2	2.2	-1	-2.1	2	-16	16	-1.3
8	COc1ccc(-c2oc3ncnc(N)c3c2-c2ccccc2)cc1	1.7	·	-16	2.9	-3	0.2	-3	45	-45	2.7
9	C=CCN1C(=O)C(Cc2cccc(Cl)c2)SC1=Nc1ccc(C(=O)O)cc1 (centres undefined)	4.2	-3	-18	-2.3	-3	-1.9	4	-63	63*	-2.1
10	CCc1cccc2c(=O)c(C(=O)N3CCCCCC3)c[nH]c12	2.0	-6	·	4.5	-3	-1.3	2	-13	13	-0.5
11	CC(CCc1ccco1)NC(=O)CCc1nnc2ccc(NCc3ccccc3)nn12 (centres undefined)	1.8	-7	-9	-0.7	-5	-1.3	2	-8	8	-0.8
12	Cc1ccc(CN2CCC(Oc3cccc(C(=O)NCc4cccnc4)c3)CC2)o1	0.7	·	-13	0.3	-6	-0.9	-1	-1	1	-1.6
13	CN1CCN(C(=O)C2=C[C@@H](C3CCCCC3)C[C@@H](OCc3ccc(CO)cc3)O2)CC1	2.0	-3	13	1.7	2	-0.7	2	-16	16	-0.9
14	O=c1oc2ccccc2n1Cc1ccccc1Cl	1.3	4	-3	2.2	3	-0.4	-2	-10	10	0.3
15	Cc1ccc(NC(=O)C2CCCCC2C(=O)O)cc1C (centres undefined)	-1.3	·	4	2.7	-8	-0.3	3	-3	3	-1.8
16	S=C(NCc1cccc(Cl)c1)NCc1ccco1	0.4	0	-13	·	2	-1.5	-1	4	-4	·
17	COC(=O)c1ccccc1NC(=O)NN1CCN(C)CC1	2.8	-3	-11	0.6	6	-2.9	4	0	0	1.1
18	CCCn1c(NC(=O)c2ccco2)nc2ccccc21	-0.9	-3	-21	-3.7	8	-2.2	·	23	-23	-3.4
19	Cc1ccc(-c2cc(C(=O)Nc3ccc(S(=O)(=O)Nc4onc(C)c4C)cc3)c3ccccc3n2)cc1	1.3	·	19	0.0	2	-0.9	0	34	-34	0.3
20	CCC(C)NC(=O)CN1c2cccc3cccc(c23)S1(=O)=O (centres undefined)	0.6	-2	2	1.8	-4	0.3	-2	16	-16	-1.7
21	CC1=NN(c2ccccc2)C(=O)/C1=C\C=C\c1ccccc1	0.2	·	·	3.5	·	·	0	·	·	1.9
22	CCOC(=O)NC(=O)CSc1ccc(S(=O)(=O)N2CCCCC2)cn1	1.3	-5	-4	2.7	1	-0.6	-2	-2	2	1.7
23	CCN1CCN(C(C)C(=O)Nc2c(C)n(C)n(-c3ccccc3)c2=O)CC1 (centres undefined)	-4.6	-3	-6	-0.5	-5	-0.6	·	-12	12	-4.3
24	COc1ccc(-c2csc3ncnc(N4CCN(c5ccccc5Cl)CC4)c23)cc1	1.8	-2	-1	0.4	0	0.8	-6	-5	5	-0.9
25	COc1cc2c(cc1OC)C(c1ccc(O)cc1)NCC2 (centres undefined)	1.1	·	-10	3.6	-5	1.3	-1	-4	4	-1.7
26	COC(=O)COc1ccc(S(=O)(=O)N2CCN(c3ccccc3F)CC2)cc1C	2.2	·	0	3.0	1	-1.2	·	-6	6	-1.2
27	O=C(NCCCCc1ccccc1)c1cccc(NC(=O)C2CCC2)c1	4.5	-5	5	·	3	2.0	-7	18	-18	·
28	CC(NC(=O)Nc1ccc([N+](=O)[O-])cc1)C(c1ccccc1)N1CCOCC1 (centres undefined)	3.3	-5	13	1.1	0	-0.9	-1	25	-25	-2.5
29	COc1ccc(OC)c(-c2cc(C(=O)Nc3ccccc3C(N)=O)c3ccccc3n2)c1	-1.3	·	·	0.7	·	·	7	·	·	0.2
30	O=C(NNC(=S)NC(=O)c1ccccc1Cl)c1cccc([N+](=O)[O-])c1	-4.5	3	·	-7.2	1	-1.5	1	-1	1	-3.8
31	CCCNC(=O)NS(=O)(=O)c1cnccc1Sc1ccc(Cl)cc1	-0.6	-2	-10	3.2	-1	-3.6	·	6	-6	0.5
32	O=C(COc1ccc(Cl)cc1)NCc1nnc(SCC(=O)Nc2ccccc2)o1	4.8	-2	-4	0.3	-3	-1.2	-7	-13	13	-0.8
33	CCOC(=O)c1oc2ccccc2c1CN1CCN(c2ccccc2)CC1	3.6	0	-3	-0.3	3	-0.4	·	35	-35	-0.4
34	CC(O)c1n(C)c(Cl)c[n+]1C (centres undefined)	-0.9	-3	3	-0.8	4	-3.0	·	-12	12	-0.8
35	CCCCn1c(N)c(Br)c(=O)[nH]c1=O	-0.8	-5	9	0.8	-5	1.3	-1	·	·	-2.9
36	CN1CCCC(OC(=O)c2cccc(Br)c2)C1 (centres undefined)	-0.9	-2	-1	0.4	-11	1.3	-2	-7	7	-1.5
37	Cc1cccc(NCc2nc(SCC(N)=O)n[nH]2)c1	4.7	-2	·	2.6	-8	-2.3	-3	-1	1	2.0
38	O=C(c1cnc(N2CCN(c3ncccn3)CC2)c2ccccc12)N1CCN(c2ccccn2)CC1	2.3	-5	-8	2.0	19	·	-6	26	-26	0.2
39	COc1ccc2ccc(C(C)(C(C)=O)C(=O)OC(C)C)cc2c1 (centres undefined)	0.8	-4	-2	3.2	11	-0.2	0	19	-19	2.7
40	CN(C)c1ccc(C(C(=O)NC2CCCCC2)N(Cc2ccco2)C(=O)c2snc(C(N)=O)c2N)cc1 (centres undefined)	2.1	-6	14	2.0	-5	-0.2	-1	-13	13	1.8
41	CC(Sc1ncn[nH]1)C(=O)c1c(N)n(C)c(=O)n(C)c1=O (centres undefined)	3.6	-1	-1	-0.9	-6	-1.1	-2	-8	8	-0.3
42	C[C@@H](NC(=O)[C@@H]1Cc2ccccc2CN1C(=O)OC(C)(C)C)C(=O)NC1CCCCC1	-2.4	4	-7	2.1	14	-1.7	-3	-18	18	2.1
43	CC(=O)Nc1cc(C(C)(C)C)c(O)c(C(C)(C)C)c1	2.6	·	·	-0.2	0	-1.0	0	-10	10	0.9
44	Cc1ccc(NC(=O)c2ncn(CCCNCc3ccccc3)n2)cc1C	1.8	0	16	·	7	0.6	-2	-14	14	·
45	Cc1c(C(=O)NC(C(C)C)C(C)C)cccc1[N+](=O)[O-]	2.4	8	-11	0.4	10	-0.7	·	14	-14	0.4
46	Cc1cc(Cl)ccc1OCC(=O)NCC(c1cccs1)N1CCOCC1 (centres undefined)	1.4	-3	-18	-0.8	-8	-2.8	0	9	-9	-3.1
47	CCOCc1nnc(NC(=O)c2ccc(NC(C)=O)cc2)s1	3.7	·	·	3.9	0	0.0	0	12	-12	1.8
48	N#CCCN(C(=O)COC(=O)CCC(=O)c1cccs1)c1ccccc1	1.1	·	-6	1.3	1	0.2	-3	-1	1	0.3
49	COc1ccc(S(=O)(=O)N2CCCCCC2)cc1C(=O)N1CCCC(C(F)(F)F)C1 (centres undefined)	2.8	-4	5	-2.2	-3	-1.0	-2	30	-30	-2.2
50	COC(=O)c1c(NC(C)=O)sc(C)c1C	0.5	0	20	3.5	4	-2.4	6	·	·	1.5

Reprinted at random: 7 entries already listed.
No.	molecule	phage Ecoli inh	CAL PDZ FP-1	MITF act	AddAB inh	Tat transport	CAL PDZ FP-2	Wnt bcat act	SR-BI DiI inh	SR-BI DiI-HDL act	Ecoli viability
32	O=C(COc1ccc(Cl)cc1)NCc1nnc(SCC(=O)Nc2ccccc2)o1	4.8	-2	-4	0.3	-3	-1.2	-7	-13	13	-0.8
21	CC1=NN(c2ccccc2)C(=O)/C1=C\C=C\c1ccccc1	0.2	·	·	3.5	·	·	0	·	·	1.9
17	COC(=O)c1ccccc1NC(=O)NN1CCN(C)CC1	2.8	-3	-11	0.6	6	-2.9	4	0	0	1.1
8	COc1ccc(-c2oc3ncnc(N)c3c2-c2ccccc2)cc1	1.7	·	-16	2.9	-3	0.2	-3	45	-45	2.7
43	CC(=O)Nc1cc(C(C)(C)C)c(O)c(C(C)(C)C)c1	2.6	·	·	-0.2	0	-1.0	0	-10	10	0.9
29	COc1ccc(OC)c(-c2cc(C(=O)Nc3ccccc3C(N)=O)c3ccccc3n2)c1	-1.3	·	·	0.7	·	·	7	·	·	0.2
27	O=C(NCCCCc1ccccc1)c1cccc(NC(=O)C2CCC2)c1	4.5	-5	5	·	3	2.0	-7	18	-18	·

(listing goes on)
No.	molecule	phage Ecoli inh	CAL PDZ FP-1	MITF act	AddAB inh	Tat transport	CAL PDZ FP-2	Wnt bcat act	SR-BI DiI inh	SR-BI DiI-HDL act	Ecoli viability
51	COc1cccc(-c2ccc3ncnc(NCc4cccs4)c3c2)c1	0.2	-1	-5	0.9	3	-3.1	0	20	-20	1.2
52	C=CCCCCCCCCC(=O)NNC1=CC(=O)CC(C)(C)C1	2.3	1	1	-2.6	3	-1.2	·	-8	8	0.4
53	CC(C)CC(=O)Nc1nnc(S(=O)(=O)N(C)c2ccc(Cl)cc2)s1	-1.7	-4	-9	-2.0	-4	-0.2	0	-3	3	-1.4
54	CCC(Cc1ccccc1)NC(=O)C1=C(C)C(=O)OC12CCC(C)CC2 (centres undefined)	4.5	-1	-11	-0.6	1	-2.2	-4	-24	24	0.2
55	NC(=O)Cn1c(=O)n(Cc2ccccc2)c(=O)c2cccnc21	-2.8	-8	-9	-0.3	-4	-0.2	-2	-10	10	-0.8
56	O=C(c1coc(=O)c(Br)c1)N1CCCc2ccccc21	0.5	-4	6	1.4	-9	-0.7	·	24	-24	0.3
57	O=C(NCC1CCCO1)c1cc2c(s1)CCC2 (centres undefined)	6.5	-7	9	0.2	8	-1.8	6	-28	28	1.0
